S aureus QS inh: blocks AIP-induced quorum sensing reporter in S. aureus. AID 527. inhibition, % at 2 µM. hit rate 0.3% among 24,000. S. aureus RN6390 RNAIII-GFP reporter, flow cytometry 3 h;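 active = share of bacteria positive for the green fluorescent reporter and its mean brightness both inhibited by 50% or more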;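 note: 0% = AIP-stimulated control and 100% = unstimulated bacteria without AIP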
S aureus QS inh GFP MFI %: recorded beside S aureus QS inh, whose call it bears; inhibition, %; measured here: inhibition of GFP MFI
Active calls of the source: *. Not all compounds are listed. The share of hits here may be higher or lower than overall.

SMILES | S aureus QS inh | S aureus QS inh GFP MFI %
CCOC(=O)C1=C(C)NC(=O)NC1c1ccc(OCCO)c(OC)c1 (configuration not stated) | -3.0 | -11.0
Cn1ccnc1SCC(=O)Nc1ccc2nc(SCC(=O)NC3CC3)sc2c1 | 2.6 | 9.4
OCc1n[nH]c(CO)n1 | -8.3 | -35.9
Cc1c(C(=O)OCC2CCCO2)[nH]c2c1C(=O)CC(c1ccc(N(C)C)cc1)C2 (configuration not stated) | -5.6 | -1.2
CC(C)(C)NC(=O)CN(C(=O)C1CSC(=O)C1)c1ccc2c(c1)OCCO2 (configuration not stated) | 1.3 | 6.9
Cc1ccc(S(=O)(=O)N(C)CC(=O)NC2CCCC2)cc1 | -0.3 | -2.0
Cn1nc(-c2ccc(C(=O)N3CCN(c4ccccc4)CC3)cc2)c2ccccc2c1=O | 7.5 | 29.8
COc1ccc(-c2cc(C(=O)Nc3c(C)nn(Cc4ccccc4)c3C)no2)cc1 | 0.4 | 3.2
CCC(=O)N1CCc2cc(Br)cc(S(=O)(=O)NCC3CCCO3)c21 (configuration not stated) | -1.6 | 4.2
CC(C)(NC(=O)N1CCCC1)c1cccc(C(C)(C)NC(=O)N2CCCC2)c1 | -0.6 | -1.7
CCOC(=O)C1C(c2ccc(C)o2)NC(=O)NC1(O)C(F)(F)F (configuration not stated) | 13.0 | 29.1
O=C(NCCN1CCc2ccccc2C1)C1CC(=O)N(C2CCCC2)C1 (configuration not stated) | -4.3 | -16.4
CN(CCCNC(=O)c1ccc(N2CCCC2=O)cc1)c1ccccc1 | 0.2 | -1.1
CCOC(=O)N1CCC(NC(=O)c2cc(C(=O)Nc3ccc(F)cc3F)ccc2CO)CC1 | 10.2 | 29.4
CC(=O)N1CCN=C1SCc1c(F)cccc1Cl | -0.8 | 12.0
Cc1nnc(Sc2cc(C(=O)NCc3ccco3)c3ccccc3n2)s1 | -3.7 | -4.2
Cc1nc2ncnn2c(Nc2ccc3c(c2)OCCO3)c1C | -0.1 | 10.2
COC(=O)c1ccc(N2C(=O)CC(N3CCN(c4ccccc4)CC3)C2=O)cc1 (configuration not stated) | -0.2 | 1.8
COc1ccc2cc3cc(C(=O)NCC4COc5ccccc5O4)oc3nc2c1 (configuration not stated) | 22.5 | 40.5
O=C(O)C1CCCN1C(=O)c1cccs1 (configuration not stated) | -0.7 | 13.9
COc1ccccc1C(=O)Nc1nc2ccc(S(C)(=O)=O)cc2s1 | -0.3 | -2.1
CCOC(=O)N1CCC(N2Cc3cccc(C(=O)NCc4ccc(OC)cc4)c3C2=O)CC1 | 1.7 | 8.8
CCN1C(=O)c2cccc3c(NC(=O)c4ccc5c(c4)OCCO5)ccc1c23 | -5.9 | -41.6
Cc1ccc(NC(=O)C2CCCN(S(=O)(=O)c3c(C)noc3C)C2)cc1F (configuration not stated) | 31.6 | 46.7
CC1CCCC(NC(=O)CN2CCN(Cc3ccc(Cl)cc3)C2=O)C1C (configuration not stated) | 22.5 | 32.6
Cc1nccn1CCCN1C(=O)OC2(CCCCC2)C1(C)O (configuration not stated) | -0.3 | -13.5
c1ccc(-c2nnc(CSc3nncs3)o2)cc1 | -0.2 | 2.7
Cc1cccc(N(CC(=O)Nc2ccc(CC#N)cc2)S(C)(=O)=O)c1 | -0.6 | -76.4
O=C(CN1CCN(c2ccc(F)cc2)CC1)Nc1ccc(F)c(F)c1 | 0.6 | -13.9
Cc1ncc(CSc2nc3ccccc3[nH]2)c(N)n1 | 0.1 | 1.2
CCCc1cc(C(=O)NCCc2ccc(OC)c(OC)c2)no1 | 0.6 | 10.0
Cc1cccc(C2N(c3nccs3)C(=O)C3CCCN32)c1 (configuration not stated) | -5.9 | -19.1
S=C(c1ccc(-c2cc(Cl)ccc2Cl)o1)N1CCOCC1 | 0.7 | -2.5
COC(=O)c1ccc(CSc2nc3c(cnn3-c3ccc(F)cc3)c(=O)[nH]2)o1 | 6.6 | 26.2
CCN1C(=O)c2ccc(C(=O)O)cc2C1=O | -0.1 | -7.5
COc1ccc(CN2CC(C(=O)NCCCN3CCN(Cc4ccccc4)CC3)CC2=O)cc1 (configuration not stated) | -0.5 | -33.8
Cc1ccc(NC2=NC3(CCCCC3)N=C(N)N2)c(C)c1 | -0.4 | 4.4
CC1CCCC(C)N1C(=O)c1cc(-c2cccs2)on1 (configuration not stated) | 6.9 | 16.8
CCN(CCCn1c(SCC#N)nc2ccccc2c1=O)c1ccccc1 | -1.3 | -9.7
CCCCCn1c(CNC(C)=O)nc2ccccc21 | 0.7 | 5.8
Cc1cnc(C(=O)OCC(=O)Nc2ccc(Cl)cc2Cl)cn1 | -0.2 | 0.7
Cc1ccc(-c2cc(C(F)F)nc(N3CCC(C)CC3)n2)cc1 | 0.0 | 1.1
CCCS(=O)(=O)NCc1cn2cccc(C)c2n1 | 1.4 | 10.3
COc1ccc(N(C(=O)c2cccc(OC)c2OC)C2C=CS(=O)(=O)C2)cc1 (configuration not stated) | 13.6 | 23.3
Cc1cc(C)n(CC2CC(=O)N(c3ccc(Cl)c(Cl)c3)C2=O)n1 (configuration not stated) | 0.1 | 0.7

Exported tab-delimited: entries from further up
SMILES	S aureus QS inh	S aureus QS inh GFP MFI %
Cc1ccc(-c2cc(C(F)F)nc(N3CCC(C)CC3)n2)cc1	0.0	1.1
CC1CCCC(C)N1C(=O)c1cc(-c2cccs2)on1 (configuration not stated)	6.9	16.8

Other entries follow:
SMILES | S aureus QS inh | S aureus QS inh GFP MFI %
Cc1onc(-c2ccccc2Cl)c1C(=O)Oc1cc(N)n(S(=O)(=O)c2ccc(F)cc2)n1 | 1.2 | 8.2
COc1ccc(NC(=O)c2oc3ccccc3c2NC(=O)C(C)(C)C)cc1 | -10.2 | -34.4
CCCCCc1nc2c(=O)[nH]c3ccccc3c2o1 | -2.7 | -7.8
CCCCn1nnc(NC(=O)c2cc3ccccc3o2)n1 | 1.0 | 2.9
COCC(=O)Nc1ccc(-c2cn3cccnc3n2)cc1 | 1.5 | 5.6
O=S(=O)(c1cnc[nH]1)N1CCCCCC1 | -7.9 | -12.5
CCS(=O)(=O)NC(C)C(c1cccs1)N1CCN(C)CC1 (configuration not stated) | -0.7 | -32.8
Cc1[nH]n(C(N)=S)c(=O)c1C(c1ccccc1)C(C#N)C#N (configuration not stated) | -0.2 | 18.3
CCOC(=O)CC(Nc1nc(N2CCOCC2)nc(N2CCOCC2)n1)c1ccccc1Cl (configuration not stated) | 0.0 | 16.6
Cc1cccc(NC(=O)CSc2nnc(-c3cc(C)n(-c4ccccc4)c3C)o2)c1C | 43.5 | 57.3
C/C(N)=C(\C#N)C(=O)NCCc1ccccn1 | 0.3 | 8.3
Cc1cccc(-n2nnc(C(=O)Nc3ccc(F)cc3)c2N)c1 | 0.5 | -1.3
CC(=O)Nc1cc(NC(C)=O)cc(C(=O)OCC(=O)N2CC(C)OC(C)C2)c1 (configuration not stated) | -2.7 | -13.3
CCOC(=O)CNC(=O)CSc1ncnc2c1cnn2-c1ccccc1 | 1.1 | 1.5
COc1ccccc1N1CCN(C(=O)c2cc(-c3ccc(Cl)c(Cl)c3)on2)CC1 | 0.6 | 12.0
COc1ccc(CC(=O)OCn2nnc3ccccc3c2=O)cc1 | -0.6 | -44.8
CCOC(=O)c1[nH]c(C)c(C(=O)NCc2cccnc2)c1C | 0.9 | -7.7
Cc1noc(C)c1S(=O)(=O)NCCN1CCN(c2ccccc2)CC1 | -3.9 | -11.1
Cc1ccc2[nH]c(=O)c(CN(CCCN(C)C)C(=O)Nc3cccc(Cl)c3)cc2c1 | -3.5 | 3.2
CCOC(=O)c1c(C)c(C(=O)NCc2ccc3c(c2)OCO3)c(C)n1CC | 3.4 | 31.2
CCCCOc1ccccc1C(=O)NCCCC(=O)O | -3.7 | -28.9
O=C(CN1CCN(c2nc(-c3ccc(F)cc3)cs2)CC1)Nc1ccc2c(c1)OCO2 | -1.2 | -3.0
COc1ccc(NC(=O)Nc2ccc3c(c2)N(C)C(=O)CS3)cc1OC | -12.4 | -7.3
Cc1cnc(C(=O)OCC(=O)Nc2oc(-c3ccccc3)c(-c3ccccc3)c2C#N)cn1 | 5.0 | 28.2
Cc1ccc(NC(=O)CSc2nnc(-c3ccccn3)n2C)cc1 | -0.5 | -5.9
O=C(CCNS(=O)(=O)c1ccc(Cl)cc1)NCc1ccccn1 | -0.6 | -5.7
Cc1oc2c(CN3CCCC3)c(O)ccc2c(=O)c1-c1ccccc1 | -1.3 | -10.9
CC1Cc2ccccc2N1S(=O)(=O)c1cccc(C(=O)OCC(=O)NC2CCS(=O)(=O)C2)c1 (configuration not stated) | 0.0 | 39.2
c1cnc2c(SCc3ccc(-c4nnco4)cc3)cccc2c1 | -0.9 | -41.3
O=C(NC1CCCCC1NC(=O)c1ccco1)c1ccco1 (configuration not stated) | -1.1 | 6.8
COc1cc(OC)cc(-c2nnc(SCC(=O)N3CCCCC3)o2)c1 | -2.6 | -5.7
CC1(C(=O)NC2CCCCC2)CCC(=O)N1Cc1cccs1 (configuration not stated) | -0.7 | -0.5
O=C(CSc1ccc(-c2ccccc2)nn1)N1CCOCC1 | 0.2 | -3.8
O=C(c1ccc(-c2ccccc2)cc1)N1CCN(c2nc3ccccc3o2)CC1 | -1.9 | 2.7
CCCN1C(=O)CC(c2ccco2)Sc2ccccc21 (configuration not stated) | -7.0 | -2.1
O=C(CN1CCN(Cc2ccccc2Cl)C1=O)NCC1CCCO1 (configuration not stated) | 2.5 | 11.2
CCOC(=O)C1=C(C)N(CCO)C(=O)NC1c1cccc(O)c1 (configuration not stated) | -1.4 | -32.8
CCCCC(=O)N=c1sc2cc(S(C)(=O)=O)ccc2n1C | -7.2 | -38.5
O=C(NCCN1CCN(c2ccccc2)CC1)C1CCN(S(=O)(=O)N2CCOCC2)CC1 | -2.7 | -20.5
CN(C)CCn1c(C(=O)O)cc2ccccc21 | 1.8 | 16.3
Cn1c(C(=O)N2CCc3ccccc32)cc2c(=O)n3ccccc3nc21 | 4.5 | 18.1
O=C1OC2CC3CC1CC(O)(C3)C2 (configuration not stated) | -3.8 | -17.1
CCCCNC(=O)C1CC(=O)N(C2CCCCC2)C1 (configuration not stated) | 0.2 | -4.1
CCOc1cc(CN2CCN(C(=O)c3ccco3)CC2)ccc1OC | 0.1 | 6.0
C/C(=N\O)c1ccc2c3ccccc3n(C)c2c1 | 0.3 | 2.1
COc1nc(-c2ccc(Cl)cc2)ccc1-c1noc(-c2ccncc2)n1 | 0.3 | 1.9
COc1nc(OC)nc(N2CCC(C(=O)NC3CCCCCC3)CC2)n1 | 3.3 | 8.8
Cc1cc(NC(=O)CSC2=Nc3ccccc3C3=NC(Cc4ccccc4)C(=O)N23)n[nH]1 (configuration not stated) | -2.2 | -8.7
COc1ccccc1Cn1c(=S)[nH]c2cc(C(=O)N3CCN(C)CC3)ccc2c1=O | -8.9 | -21.9
CCOCC(=O)Nc1c(C(=O)Nc2ccccc2OC)oc2ccccc12 | -9.7 | -19.1
O=C(NCc1ccc(F)cc1)C1CCN(C(=O)NCc2ccccc2)CC1 | -2.9 | -17.9
Cc1ccc(CSc2nc3c(c(=O)[nH]2)CCC3)cc1 | 0.3 | -3.7
CCCCn1c(C(C)NC(=O)c2cccs2)nc2ccccc21 (configuration not stated) | -1.4 | 7.6
Cn1c(=O)cc(SCC(=O)N2CCOCC2)c2ccc(Cl)cc21 | -4.1 | -8.6
CCCc1[nH]nc2c1C(c1ccc(O)cc1OCC)C(C#N)=C(N)O2 (configuration not stated) | -1.5 | 8.4
COc1cccc(NC(=O)c2nnn(CCc3ccccc3)c2N)c1 | 2.0 | 9.0
CN(C)c1cc(NC(=O)CN2CCOCC2)c2ccccc2n1 | -2.6 | -11.9
N#Cc1cnc(SCCc2ccccc2)nc1N | -3.0 | -22.0
Cc1cc(C(=O)Nc2c(C)n(C)n(-c3ccccc3)c2=O)c(C)o1 | -0.9 | -5.7
CC(C)N(C#N)c1nc(N2CCOCC2)nc(N2CCOCC2)n1 | -3.8 | -18.0
The listing continues:
SMILES | S aureus QS inh | S aureus QS inh GFP MFI %
Cc1oc(-c2ccc(Cl)cc2)nc1CN1CCC(C(=O)NCCCN2CCCC2=O)CC1 | -9.5 | 8.7
CC(C)C1CC(O)(C2(O)CCCCC2)ON1 (configuration not stated) | -0.7 | -48.2
CC(C)C(NC(=O)C1CCCCC1)C(=O)NCc1ccccn1 (configuration not stated) | -4.5 | -13.4
Cc1nn(-c2ccccc2)c(C)c1C(=O)OCC(=O)c1c(N)n(CC(C)C)c(=O)n(C)c1=O | 0.1 | 17.3
NC(=O)C1CCN(C(=O)c2cc3ccccn3n2)CC1 | -3.5 | -38.8
Nc1ccc(S(=O)(=O)NC(=O)c2ccccc2)cc1 | -1.9 | -6.5
CC1=C(C(N)=O)C(c2ccncc2)n2nc(-c3ccccc3Cl)nc2N1 (configuration not stated) | -1.2 | -5.0
COc1ccc(NC(=O)C2CCN(S(=O)(=O)c3cccc4cccnc34)CC2)cc1 | 7.7 | 17.2
CC(C)(C)c1ccccc1OCC(=O)Nc1ncn[nH]1 | 4.3 | 4.0
CCOCCCNC(=O)CN1CCN(Cc2ccccc2C)C1=O | 0.3 | 6.8
COCC(C)NC(=O)c1cc(-c2ccc(OC)c(OC)c2)on1 (configuration not stated) | -2.8 | -13.5
CCOC(=O)C1CCN(c2cc(C)nc3cc(-c4cccc(F)c4)nn23)CC1 | 5.7 | 25.7
Cc1ccc2c(c1C)NC(C(=O)O)C1CC=CC21 (configuration not stated) | 3.4 | 33.6

Exported with each value named: part of the list above.
CC(C)C(NC(=O)C1CCCCC1)C(=O)NCc1ccccn1 (configuration not stated)
- S aureus QS inh: -4.5
- S aureus QS inh GFP MFI %: -13.4
CCOC(=O)C1CCN(c2cc(C)nc3cc(-c4cccc(F)c4)nn23)CC1
- S aureus QS inh: 5.7
- S aureus QS inh GFP MFI %: 25.7
CC(C)(C)c1ccccc1OCC(=O)Nc1ncn[nH]1
- S aureus QS inh: 4.3
- S aureus QS inh GFP MFI %: 4.0
COc1ccc(NC(=O)C2CCN(S(=O)(=O)c3cccc4cccnc34)CC2)cc1
- S aureus QS inh: 7.7
- S aureus QS inh GFP MFI %: 17.2
